# EWS-Fli block = blocks EWS/Fli oncoprotein-driven transcription; A673 NR0B1-luciferase reporter, viability-normalised; inhibition, % at 12.6 µM; 350,000 compounds, 0.67% hits; AID 651661;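 active = mean inhibition of at least 50% after viability correction, with every replicate also passing that limit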;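 note: firefly luciferase signal divided by Alamar Blue viability fluorescence both relative to DMSO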
# PglD inh = PglD (C. jejuni) enzyme inhibition. purified PglD enzyme, DTNB colorimetric CoA detection. AID 602405. 360,000 compounds, 0.098% hits. inhibition, % at 12.5 µM; in the data active = inhibition above about 16%, passing the limit was not always enough; note: strong numbers were not always called active
# PAX8 reporter = lowers PAX8-driven luciferase in RMG-I cells. inhibition, % at 12.6 µM. 360,000 compounds, 1.2% hits. RMG-I TPO-luciferase reporter, SteadyGlo, 24 h;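 active = mean replicate inhibition at least 60% with every replicate also reaching 60%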;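 note: luciferase light reporting Pax8 driven TPO promoter activity; plate controls were median of neutral control wells for no effect and mitoxantrone controls for full effect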
# PGC1a acetyl inh = modulators of PGC1a acetylation; U2OS PGC1a acetylation, AlphaScreen anti-acetyl-lysine; with virally co-expressed GCN5 acetyltransferase; inhibition, % at 15.6 µM; AID 651687; 350,000 compounds, 0.17% hits;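 active = every replicate shows inhibition of at least 40%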;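 note: 0% = neutral control wells and 100% = positive control wells; some results beyond the cut were filed as inactive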
# FN deposit inh = fibronectin deposition inhibition; AH1F fibroblasts, Alexa488-fibronectin deposition fluorescence, overnight; inhibition, % at 12.6 µM; 350,000 compounds, 0.086% hits; AID 743247;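 active = mean inhibition across replicates of 30% or more, regardless of how many single replicates reach that level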;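 note: positive control wells lacked labelled fibronectin entirely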
#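 Material: AH1F fibroblast monolayer depositing Alexa488-labelled fibronectin into matrix / Amount: 10000 AH1F cells per well / Signal: fluorescence 485/525 nm / Medium: DMEM, 2% serum / Compound: single dose, pinned / Incubation: 1 h cell adhesion before compound, then overnight fibronectin incubation / Reagent: Alexa488-FN, 24 nM final / Read-out: inhibition of fibronectin deposition signal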
# S100A4 inh HTS = S100A4-myosin IIA interaction inhibition; S100A4/TAMRA-MyoIIA peptide fluorescence polarization; inhibition, % at 10.7 µM; 360,000 compounds, 0.14% hits; AID 652163;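 active = mean inhibition of at least 70% across replicates, with every replicate also reaching that level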
# Target sequence (P26447 whole entry, looked up): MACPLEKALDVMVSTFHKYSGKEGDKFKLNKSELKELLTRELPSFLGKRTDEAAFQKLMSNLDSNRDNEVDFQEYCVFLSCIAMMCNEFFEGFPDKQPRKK
#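 Material: S100A4 monomer protein / Buffer or medium: 50 mM HEPES pH 7.2, 10 mM CaCl2, 100 mM KCl / Times: 5 min incubation before reading / Benchmarks: neutral control DMSO, positive control TFP / Reagent: labelled myosin peptide probe, 5 nM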
# ERAP1 inh = ERAP1 (human) enzyme inhibition; recombinant ERAP1, Leu-AMC fluorescence, 60 min; 340,000 compounds, 0.15% hits; AID 652197; inhibition, % at 10.7 µM; Q9NZ08;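 active = mean replicate inhibition of at least 30%, or all replicates individually reaching that 30% level; inactive = mean below 30% and not every replicate reaching it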;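 note: 0% = neutral control wells and 100% = L-leucinethiol positive control wells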
# Target sequence (Q9NZ08 whole entry, looked up): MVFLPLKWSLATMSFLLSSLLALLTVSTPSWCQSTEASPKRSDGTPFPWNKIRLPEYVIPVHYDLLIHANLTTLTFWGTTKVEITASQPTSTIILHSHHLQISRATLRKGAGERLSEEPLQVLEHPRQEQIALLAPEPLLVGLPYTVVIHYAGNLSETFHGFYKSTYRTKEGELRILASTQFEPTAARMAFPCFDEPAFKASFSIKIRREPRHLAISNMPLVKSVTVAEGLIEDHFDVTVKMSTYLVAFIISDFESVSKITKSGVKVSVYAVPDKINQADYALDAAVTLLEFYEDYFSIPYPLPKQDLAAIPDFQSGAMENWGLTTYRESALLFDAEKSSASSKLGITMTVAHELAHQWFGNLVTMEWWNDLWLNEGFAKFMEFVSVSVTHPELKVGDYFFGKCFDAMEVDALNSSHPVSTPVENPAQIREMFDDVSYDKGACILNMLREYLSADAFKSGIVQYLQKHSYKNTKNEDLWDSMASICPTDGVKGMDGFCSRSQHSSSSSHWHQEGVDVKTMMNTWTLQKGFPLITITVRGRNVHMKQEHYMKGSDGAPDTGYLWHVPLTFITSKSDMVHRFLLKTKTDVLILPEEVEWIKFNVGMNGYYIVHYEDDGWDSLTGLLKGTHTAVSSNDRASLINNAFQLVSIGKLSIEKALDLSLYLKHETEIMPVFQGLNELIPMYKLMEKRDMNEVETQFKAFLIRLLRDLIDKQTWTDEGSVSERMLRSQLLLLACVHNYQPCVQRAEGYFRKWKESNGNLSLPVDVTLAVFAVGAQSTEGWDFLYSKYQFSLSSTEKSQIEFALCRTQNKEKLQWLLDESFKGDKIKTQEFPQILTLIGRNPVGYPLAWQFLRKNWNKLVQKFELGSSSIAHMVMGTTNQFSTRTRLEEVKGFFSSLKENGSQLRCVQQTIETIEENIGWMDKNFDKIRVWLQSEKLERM
# LGR2 inh = inhibitors of bursicon-induced Drosophila LGR2 receptor cAMP signaling; HEK293 LGR2, CRE-luciferase, bursicon-stimulated, 4 h; inhibition, % at 9.99 µM; 380,000 compounds, 0.35% hits; AID 720647;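 active = drop in luminescence signal, shown as inhibition above about 50% in the replicate tests, limit read from the data, passing the limit was not always enough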;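 note: agonist challenge used bursicon conditioned medium at about half maximal strength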
# Active calls of the source: *; x = not tested or not shown; & = joins results of further samples; ! = not active in a repeat.
SMILES,EWS-Fli block,PglD inh,PAX8 reporter,PGC1a acetyl inh,FN deposit inh,S100A4 inh HTS,ERAP1 inh,LGR2 inh
C=CC[C@]1(C(=O)NCC(O)CO)N=C(c2ccc(OCCCO)cc2)O[C@H]1c1ccccc1 (some centres undefined),2,6,7,x,x,3,4,x
CCCNC(=O)N1CCC(C(=O)c2ccc(F)cc2)CC1,x,2,-1,8,0,x,x,x
COc1ccc(OC)c(/C=C/C(=O)Nc2cccc(S(=O)(=O)N3CCCC3)c2)c1,-9,x,21,-18,2,0,-4,11
COc1ccc(CC2(CO)CCN(Cc3ccc(OC(F)(F)F)cc3)CC2)cc1,28,-1,26,x,x,1,0,48
Oc1cccc(C=NNc2ccccn2)c1,-52,-2,-160,11,1,-2,1,-31
CO[C@H]1CN(C)C(=O)c2cccc(C#N)c2OC[C@H]2O[C@H](CC[C@H]2OC)CCN(C)C(=O)[C@H]1C,-3,-2,2,-1,1,-27,0,20
Cc1ccc(N2CC(C(=O)OCC(=O)NNC(=O)c3ccccc3)CC2=O)cc1 (centres undefined),2,6,-10,3,4,0,-5,7
COc1ccc(S(=O)(=O)N2CCOCC2)cc1NC(=O)/C=C/c1ccccc1,-8,-5,0,21,-4,-2,0,-19
CCCCN1C(=N)N([C@@H](CCC)CN2CCC[C@H]2CN2C(N)=NC[C@H]2C(C)C)C[C@H]1[C@H](C)CC,0,1,10,38,3,-4,x,-28
O=C(O)CCCCCNC(=O)OCC1c2ccccc2-c2ccccc21,11,3,-1,8,-10,5,0,7
CCSc1nc2ccc(C)cc2cc1C#N,-19,-3,-21,-1,11,-3,2,-26
Cc1cccc(/C=N/NC(=O)c2cccc(NC(=O)c3ccccc3)c2)n1,-7,x,5,x,4,-1,2,-16
COc1cc(OC)cc(-c2c(Sc3ccccc3)c3cc(-c4ccc(OC)c(F)c4)ccc3n2C)c1,1,x,-34,x,x,4,x,4
CN=C(Nc1cccc(Cl)c1)SC1CC(=O)N(c2ccc(OC)cc2)C1=O (centres undefined),5,x,12,-12,3,-8,-2,-6
C[C@@H]1CCCCO[C@H](CN(C)C(=O)c2ccccc2)[C@H](C)CN([C@@H](C)CO)C(=O)c2cc(NS(=O)(=O)c3cccs3)ccc2O1,-6,-5,-3,x,-8,-23,2,21
O=C(CN1CCOCC1)N[C@H]1CC[C@H](CCn2cc(C3CCCC3)nn2)O[C@H]1CO,33,x,x,5,-5,-1,1,-7
COc1ccc(OCCC(=O)N2CCN(C)CC2)cc1,-1,3,-2,x,4,1,0,1
CCCCN(CC)CCCNC(=O)c1cn(CC(C)C)c(=O)c2c1c1ccccc1n2C,6,-2,4,-1,1,-2,2,3
CCc1nnc(NS(=O)(=O)c2ccc(NC(=S)NC(=O)c3ccc(F)cc3)cc2)s1,-2,x,0,x,-1,-4,-2,5
COc1ccc2oc(C(=O)Nc3ccc(C)cn3)c(C)c2c1,-48,-6,-52,x,-1,-7,-1,-52
O=C(NC1CC1)c1cccc(NC(=O)c2cc(S(=O)(=O)N3CCOCC3)ccc2Cl)c1,5,-3,3,x,-3,-4,1,-2
COCC(=O)Nc1nnc(SCC(=O)NCc2cccs2)s1,x,-8,2,-7,6,x,x,x
COc1ccc(S(=O)(=O)N(C)C[C@@H]2OCCCC[C@@H](C)Oc3ccc(NC(=O)c4ccccc4)cc3C(=O)N([C@@H](C)CO)C[C@H]2C)cc1,13,-7,4,-26,x,-16,-5,1
CC(=O)n1cc(CO)c2ccccc21,11,7,x,2,x,2,-3,-3
O=P(C1=C(N2CCOCC2)/C(=C\c2ccccc2)CC1)(N1CCOCC1)N1CCOCC1,-2,5,x,14,x,-3,-3,-7
O=[N+]([O-])c1ccccc1CNc1ccc(F)c(Cl)c1,0,-11,-14,-9,0,-19,2,-5
O=C(Nc1nc(-c2nc3ccccc3s2)cs1)C1COc2ccccc2O1 (centres undefined),-61,-4,-153,5,-2,8,7,-46
C[C@H](CO)N1C[C@H](C)[C@@H](CN(C)Cc2ccccc2)Oc2ccc(NC(=O)CCCCCC(=O)Nc3ccccc3N)cc2C1=O,18,-3,19,7,9,-4,-1,-8&3
CCCC#Cc1cnc2c(c1)C(=O)N([C@H](C)CO)C[C@@H](C)[C@@H](CN(C)C(=O)C1CCC1)O2,-7,-1,x,7,x,-12,-1,4
CC(=O)c1ccc(NC(=O)Cn2c3ccccc3c3nc(=O)cc(C)n32)cc1,13,3,16,-1,5,-7,0,27
COCCCNCc1cc(C)n(-c2cc(S(=O)(=O)N3CCOCC3)ccc2N2CCCC2)c1C,-2,2,1,9,8,-4,-2,-8
Cc1ccc(O)c(NC(=O)c2ccc3c(c2)C(=O)N(Cc2cccnc2)C3=O)c1,-3,-3,-19,x,x,7,2,-30
CC1=C(C(=O)N2CCCCCC2)CC(CC(=O)NCc2ccco2)C(=O)N1Cc1ccccc1 (centres undefined),2,1,5,-25,6,2,-3,17
C/C=C/c1ccc(C2[C@H]3CNC[C@@H]2N3S(=O)(=O)c2ccccc2C)cc1 (some centres undefined),x,x,x,5,-5&-8,101*!,-3&0,7&-3
O=C(Nc1cccc2ccccc12)NC1CC1,5,-5,23,-7,8,-1,-6,9
CC(C)NC(=O)N(C)C[C@H]1Oc2cc(C#Cc3ccc(F)cc3)ccc2S(=O)(=O)N([C@H](C)CO)C[C@@H]1C,16,-2,x,-7,x,8,0,-7

# A portion from the list above, as a working copy:
SMILES,EWS-Fli block,PglD inh,PAX8 reporter,PGC1a acetyl inh,FN deposit inh,S100A4 inh HTS,ERAP1 inh,LGR2 inh
C/C=C/c1ccc(C2[C@H]3CNC[C@@H]2N3S(=O)(=O)c2ccccc2C)cc1 (some centres undefined),x,x,x,5,-5&-8,101*!,-3&0,7&-3
O=C(Nc1cccc2ccccc12)NC1CC1,5,-5,23,-7,8,-1,-6,9
CC(C)NC(=O)N(C)C[C@H]1Oc2cc(C#Cc3ccc(F)cc3)ccc2S(=O)(=O)N([C@H](C)CO)C[C@@H]1C,16,-2,x,-7,x,8,0,-7

# The list continues:
SMILES,EWS-Fli block,PglD inh,PAX8 reporter,PGC1a acetyl inh,FN deposit inh,S100A4 inh HTS,ERAP1 inh,LGR2 inh
Cc1cc(C(=O)Nc2ccc3c(c2)C(=O)N(C)[C@H]2CC[C@H](CC(=O)O)O[C@@H]2CO3)no1,5,-1,34,-4,0,x,x,8
N#C/C(=C\c1cn(Cc2cccc(F)c2)c2ccccc12)C(=O)NCc1ccco1,-10,x,-15,x,21,2,8,-4
C/C=C/C1=CC(=O)C[C@H](c2ccc(Cl)cc2)C1,7,3,2,10,-4,-13,x,1
CC(C)NC(=O)C1c2ccccc2Oc2ccccc21,17,-4,-4,16,1,0,3,14
COCC#Cc1ccc2c(c1)O[C@@H](CN(C)C(=O)CC1CC1)[C@@H](C)CN([C@@H](C)CO)S2(=O)=O,5,0,x,-2,-5,0,-5,0
Cc1ccc2oc(=O)n(CCCOc3ccccc3C)c2c1,-27,x,-28,x,-1,-4,2,-15
COC(=O)c1cn(C(=O)c2ccc(OC)c(OC)c2)c2ccccc12,16,-2,-6,x,4,-1,6,-1
COC(=O)CSc1ccccc1C(=O)OC,0,-5,x,0,x,-5,7,5
O=C(C[C@@H]1C[C@@H]2c3cc(NC(=O)C4CCC4)ccc3O[C@@H]2[C@H](CO)O1)NC1CCCC1,4,-2,-1,5,2,-5,3,-5
Cc1ccc(NS(=O)(=O)c2cc(OCC(N)=O)c(C)cc2Cl)cc1,4,x,16,x,9,-3,-9,-4
O=C(COC(=O)Cc1ccc(Br)cc1)NCC1CCCO1 (centres undefined),-1,-2,x,2,-7,2,1,-8
C[C@H]1CN([C@@H](C)CO)C(=O)c2cc(NC(=O)Cc3ccccc3)ccc2O[C@H]1CN(C)C(=O)NC1CCCCC1,4,-6,-6,7,-2,2,0,-10
COc1cccc(-n2c(SCC(=O)Nc3cc(C)on3)nc3c([nH]c4ccccc43)c2=O)c1,15,2,37,16,4,-3,-2,-14
COc1cccc(NC(=O)c2ncn[nH]2)c1,x,5,-19,9,-2,x,x,x
CC(C)(C)NC(=O)NC(=O)COc1ccccc1C#N,x,1,-258,4,1,x,x,x
CCSC(SCC)[C@H](O)[C@@H](O)[C@H](O)[C@H](O)CO,-4,0,-12,-18,-11,-17,1,9
O=C(c1cc2c(F)cccc2s1)N1CCCC1,-1,x,-19,-5,-9,7,0,4
COc1ccccc1CNC(=O)[C@@H](NC(=O)C1CCN(C(=O)[C@@H]2CCCN2)CC1)C(C)C,0,0,x,-15,x,-2,x,x
COC(=O)C1C(=O)OC(C)(C)C1C(C)C(=O)c1ccc(C)cc1C (centres undefined),5,x,15,x,9,5,0,-30
CCCCCCn1c(COc2ccccc2F)nnc1SCC(=O)N1c2ccccc2NC(=O)C1(C)C,12,3,x,3,x,-3,7,33
Cc1cccnc1NC(=O)CCn1c(=O)oc2ccccc21,-7,1,8,11,-3,1,4,10
CCOC(=O)C1CCN(S(=O)(=O)c2cc3c4c(c2)C(C)C(=O)N4CCC3)CC1 (centres undefined),8,5,-11,-3,-2,-7,1,-8
COc1ccc(CN(Cc2cccn2C)S(=O)(=O)c2ccccc2)cc1,-9,x,-6,74*,-7,-9,x,2
COc1ccc(C(=O)NCC(=O)Nc2ccc(-c3ccccc3)cc2)cc1,-9,1,-5,8,9,3,-2,-11

# Reprinted from the part before: 3 compounds, followed by the next part.
SMILES,EWS-Fli block,PglD inh,PAX8 reporter,PGC1a acetyl inh,FN deposit inh,S100A4 inh HTS,ERAP1 inh,LGR2 inh
CCOC(=O)C1CCN(S(=O)(=O)c2cc3c4c(c2)C(C)C(=O)N4CCC3)CC1 (centres undefined),8,5,-11,-3,-2,-7,1,-8
COc1ccc(CN(Cc2cccn2C)S(=O)(=O)c2ccccc2)cc1,-9,x,-6,74*,-7,-9,x,2
COc1ccc(C(=O)NCC(=O)Nc2ccc(-c3ccccc3)cc2)cc1,-9,1,-5,8,9,3,-2,-11
COCC(=O)N(C)C[C@@H]1Oc2ncc(C#Cc3cccnc3)cc2C(=O)N([C@@H](C)CO)C[C@@H]1C,-2,-3,x,1,2,10,0,9
Cc1cc(NC(=O)Cc2ccccc2)nc2c1c(=O)oc1ccccc12,3,1,-13,-5,-4,4,x,6
COc1ccc(S(=O)(=O)N(C)C[C@H]2OCCCC[C@@H](C)Oc3ccc(NC(=O)Nc4ccccc4)cc3C(=O)N([C@@H](C)CO)C[C@@H]2C)cc1,-1,5,-18,-10,-8,x,x,4
COc1cc(NC(=O)Nc2c(C)n(C)n(-c3ccccc3)c2=O)cc(OC)c1OC,11,-1,-7,-4,1,1,-1,1
N#Cc1cnc2cc(-c3ccccc3)nn2c1N,-10,8,-8,12,-1,4,x,-2
CC(C)NC(=S)N/N=C/c1ccc2c(c1)OCCO2,83*,x,-4,x,x,-2,8,-9
CC(C)(C)/C(O)=C/c1nc2cc(Cl)ccc2oc1=O,38,1,3,-14,3,-4,x,x
O=C(CN1CCOCC1)N1CC(=O)N2[C@H](CO)[C@H](c3ccc(-c4cccc(F)c4)cc3)[C@@H]2C1,-6,x,x,3,1,-2,1,-8
CCc1ccc(C(=O)NNC(=S)Nc2ccc(S(N)(=O)=O)cc2)s1,-5,x,-2,0,-2,-6,-2,5
COc1ccc(Cl)cc1NC(=O)c1ocnc1C,3,-6,x,-2,x,0,0,12
O=C(NC(=S)N1CCN(c2nc(-c3ccccc3)cs2)CC1)c1cncc(Br)c1,9,2,21,-1,-4,-4,5,-8
Cc1ccc(S(=O)(=O)Nc2ccc3c(c2)C(=O)N([C@H](C)CO)C[C@@H](C)[C@@H](CN(C)C(=O)NC(C)C)OCCCC[C@@H](C)O3)cc1,22,3,5,x,1,107*,-9,0
C[C@@H]1CN([C@@H](C)CO)C(=O)c2ccccc2-c2ccccc2CO[C@@H]1CN(C)S(=O)(=O)c1cccc(F)c1,0,x,7,21,-7,x,x,-6
